D2 ag: agonists of human D2 dopamine receptor | P14416 | HEK293 T-REx D2 cells, calcium flux agonist mode | activation, % at 2 µM | actives 0.53% (n = 340,000) | AID 485358;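 active = activation over 3 SD above normal in the single-dose calcium agonist read, cut at about 30% in these data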; note: 0% is about no effect
Target sequence (P14416 whole entry, looked up): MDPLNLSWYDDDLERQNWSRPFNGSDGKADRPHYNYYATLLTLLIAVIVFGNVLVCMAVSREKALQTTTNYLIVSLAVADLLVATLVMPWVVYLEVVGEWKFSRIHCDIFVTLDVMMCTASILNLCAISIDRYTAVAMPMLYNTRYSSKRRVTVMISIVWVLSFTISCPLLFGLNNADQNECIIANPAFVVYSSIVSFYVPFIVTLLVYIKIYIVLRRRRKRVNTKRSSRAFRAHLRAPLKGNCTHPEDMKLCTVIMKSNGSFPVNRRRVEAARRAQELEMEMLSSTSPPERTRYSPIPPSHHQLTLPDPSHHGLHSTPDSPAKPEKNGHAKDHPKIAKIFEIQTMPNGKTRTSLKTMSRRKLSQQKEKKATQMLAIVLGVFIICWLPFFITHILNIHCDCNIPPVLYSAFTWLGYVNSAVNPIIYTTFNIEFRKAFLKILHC
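Agonism scored from kinetic calcium signal (1 read/sec, 180 s) following compound pin transfer, after a 10 s baseline. Cells: HEK293 Trex line expressing inducible D2 receptor coupled to calcium, dye-loaded after overnight culture at 30 C.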
TRHR enhancer: allosteric enhancers of human TRH receptor. P34981. TRHR cells, fluo-8 calcium fluorescence, EC20 TRH enhancement. enhancement, % at 2 µM. actives 0.66% (n = 360,000); in the data active = enhancement above about 30%; note: 0% is about no effect
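TRHR-expressing cells loaded with fluo-8 calcium dye were read kinetically (ex 480/em 530) during compound addition, then stimulated with an EC20 of TRH (10 nM final). Enhancement of the Gq-mediated intracellular calcium response was scored.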
USP1-UAF1 inh: blocks the human USP1/UAF1 deubiquitinase complex; O94782; recombinant USP1/UAF1, Ub-Rhodamine cleavage fluorescence; Potency, µM (titrated, usually from 57.1 µM), inactives show at the highest dose activity change, negative = inhibition, usual class: inhibitors; actives 0.23% (n = 390,000); note: potency is the fitted concentration of half-maximal effect; % is set by controls: 0 for no effect and ±100 for the full control effect; nearly all actives have a fitted effect of over 60% in size; inactives centre near -12
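USP1/UAF1 complex (1 nM) preincubated 15 min at room temperature with compound, then Ub-Rho substrate (150 nM final) added. Kinetic fluorescence at 480/540 nm over 6 reads at 60 s intervals; 50 mM HEPES pH 7.8, 0.5 mM EDTA, 0.1 mg/ml BSA, 1 mM TCEP, 0.01% Tween-20.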
TrxR1 substrate: is turned over as a substrate by rat TrxR1; Potency, µM (series often up to 114 µM), inactives show at the highest dose activity change, negative = substrate turnover; actives 0.01% (n = 390,000); purified TrxR1 substrate turnover, NADPH consumption readout; O89049; AID 588456; note: potency is the fitted concentration of half-maximal effect; % is set by controls: 0 for no effect and ±100 for the full control effect; nearly all actives have a fitted effect of over 50% in size
Target sequence (O89049 whole entry, looked up): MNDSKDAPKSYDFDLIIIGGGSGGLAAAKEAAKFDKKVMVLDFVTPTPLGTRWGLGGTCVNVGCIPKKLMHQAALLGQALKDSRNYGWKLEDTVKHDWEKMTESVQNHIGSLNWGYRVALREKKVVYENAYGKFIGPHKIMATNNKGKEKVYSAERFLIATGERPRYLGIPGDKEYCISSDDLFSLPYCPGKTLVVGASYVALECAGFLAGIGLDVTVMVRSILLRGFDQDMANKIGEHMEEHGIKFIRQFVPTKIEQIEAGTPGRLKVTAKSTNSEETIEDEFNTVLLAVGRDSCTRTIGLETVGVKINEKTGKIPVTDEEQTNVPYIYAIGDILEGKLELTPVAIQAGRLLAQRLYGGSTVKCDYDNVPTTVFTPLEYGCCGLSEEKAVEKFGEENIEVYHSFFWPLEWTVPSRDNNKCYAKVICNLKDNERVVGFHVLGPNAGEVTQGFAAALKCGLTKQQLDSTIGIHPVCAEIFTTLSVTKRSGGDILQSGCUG
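Rat TrxR1, dispensed at 90 nM, was prereduced with 400 uM NADPH (final) for 5 min at ~22 deg C, then incubated with compound 15 min before 400 uM selenite. A first-read NADPH fluorescence drop versus no-compound background flagged substrates.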
PI4K2A block: blocks human PI4K2A kinase activity; Q9BTU6; purified PI4K2A, ADP-Glo luminescence, 1 h; hits give low values; activity change, negative = inhibition, % at 76.9 µM; actives 0.13% (n = 420,000); AID 1346378; in the data active = activity change below about -50%; inconclusive = mostly about -30% to -49%;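 note: -100% = wells without enzyme as full effect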
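ADP-Glo luminescence measured ADP generated by PI4K2A enzyme (4 ug/mL before mixing) with 1.2 mM PI substrate (pre-mix) and 300 microM ATP (pre-mix). Tris pH7.5 buffer with MgCl2, Triton X-100; 1 h reaction at ambient temperature.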
D2 antagonist: antagonizes the human D2 dopamine receptor. inhibition, % at 10 µM. actives 2% (n = 340,000). HEK293 TREx D2 cells, calcium flux, dopamine EC80. P14416. AID 485344; in the data active = inhibition above about 30%; note: 0% is about no effect
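Overnight-induced (tetracycline, 30 C) HEK293 T-REx cells carrying force-coupled D2 receive a no-wash calcium dye, then compound, then EC80 dopamine at 180 s; signals are read kinetically throughout.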
rTrxR1 inhibitor: inhibitors of rat thioredoxin reductase 1 | O89049 | recombinant rTrxR1, NADPH fluorescence consumption, selenite substrate | Potency, µM (top dose mostly 114 µM), for the others: at the top dose activity change, negative = inhibition, hits mostly inhibitors | actives 1% (n = 390,000); note: potency is the fitted concentration of half-maximal effect; % is set by controls: 0 for no effect and ±100 for the full control effect; nearly all actives have a fitted effect of over 65% in size
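Rat TrxR1 (90 nM in the dispensed reagent) was pre-reduced with 400 uM NADPH for 5 min at room temperature, then incubated with compound for 15 min. After 400 uM selenite was added, NADPH fluorescence (Ex 340/Em 450 nm) was followed for 8 min.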
IDH1 R132H inh: human IDH1 R132H inhibition. O75874. IDH1-R132H enzyme, NADPH consumption, diaphorase/resazurin fluorescence. Potency, µM (series often up to 76.6 µM), without a hit: at the highest dose activity change, negative = inhibition, usual class: inhibitors. actives 0.093% (n = 390,000). AID 602179; note: potency is the fitted concentration of half-maximal effect; % is set by controls: 0 for no effect and ±100 for the full control effect; nearly all actives have a fitted effect of over 65% in size
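IDH1-R132H (0.5 ug/mL) preincubated 30 min with compound, then NADPH (0.016 mM) and alpha-KG (2 mM) added; 80 min at RT, pH 7.5. Remaining NADPH coupled via diaphorase/resazurin to fluorescence (540/590 nm); concentration-response curves normalized to no-enzyme control.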
TRHR ag: activates the human TRH receptor | P34981 | TRHR cells, calcium flux fluo-8, FDSS agonist mode | activation, % at 2 µM | actives 0.18% (n = 360,000); in the data active = activation above about 30%; note: 0% is about no effect
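Steps: seed TRHR cells overnight; add fluo-8 no-wash Ca dye, RT 30 min–1.5 h; record 10 s baseline; pin-transfer compounds; monitor fluorescence 1 cycle/s for the agonist window. Calcium increases flag candidate agonists.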
Numbers without * were called inactive; ? = inconclusive; . = no result given; [ ] = another dose, or the depositor's remark. Unless noted, calls come from the whole dose curve; as a rule, active = well fitted inhibition curve with a large enough effect; inconclusive = small, poorly fitted or top-dose-only effect; inactive = no such curve, though single readings can be large or run the other way. The order is random; any-hit rate near 3.9%.

SMILES	D2 ag	TRHR enhancer	USP1-UAF1 inh	TrxR1 substrate	PI4K2A block	D2 antagonist	rTrxR1 inhibitor	IDH1 R132H inh	TRHR ag
CN(CC(=O)Nc1ccc(F)cc1)C(=O)COC(=O)C1=COCCO1	0.1	4	-11%	-13%	2	-4	-15%	2%	0.1
CCCS(=O)(=O)N1CCN(Cc2ccc(OCc3ccccc3)c(OC)c2)CC1	.	.	-15%	7%	2	.	19%	0%	.
Cc1cccc(C)c1N=C1SC(CC(=O)Nc2c(C)cccc2C)C(=O)N1CCc1ccccn1 (stereo unspecified)	1.9	-7	-10%	1%	1	1	14%	0%	0.2
Cc1cc(C)nc(/N=C2\NC(=O)CC(C(=O)O)N2c2cccc(Cl)c2)n1 (stereo unspecified)	1.8	1	.	.	.	8	.	.	-1.2
Cn1c(=O)[nH]c(=O)c2c1nc(N1CCCCCC1)n2CC(N)=O	0.0	1	-3%	1%	-2	6	9%	1%	0.6
O=C(N/C(=C\c1cccnc1)C(=O)N1CCOCC1)c1cccc(Br)c1	0.0	-3	-18%	-8%	4	-5	4%	5%	0.1
CCOC(=O)C1CCN(c2c(NCc3ccc(C(=O)NCCC(C)C)cc3)c(=O)c2=O)CC1	-0.3	-13	-2%	7%[57.1 µM]	1	17	7%[57.1 µM]	-1%	-0.2
COC(=O)c1[nH]c(C)c(/C(O)=C2\C(=O)C(=O)N(CCN(C)C)C2c2ccco2)c1C (stereo unspecified)	0.0	1	-19%	-11%	1	-7	?	3%	0.4
Cc1cc(C)cc(NC(=O)c2cc(S(=O)(=O)N3CCCC3)ccc2F)c1	1.1	-2	-31%	-4%[57.1 µM]	-2	.	9%[57.1 µM]	11%	-1.0
O=C(NCC1CCCO1)c1ccc([N+](=O)[O-])o1 (stereo unspecified)	-0.6	7	-16%	-2%	-5	-1	-12%	1%	0.8
O=C(CS(=O)(=O)c1ccccc1)c1cc2cc(F)ccc2oc1=O	-0.3	2	-24%	3%	?	-5	7%	18%	0.9
O=C(NC1CCCC1)C(c1ccc(N2CCOCC2)cc1)N(Cc1ccco1)C(=O)c1ccco1 (stereo unspecified)	0.0	-4	-17%	3%[2.29 µM]	0	1	3%	2%	0.2
O=C(C(c1ccccc1)C(O)c1ccccc1)N1CCOCC1 (stereo unspecified)	.	.	10%	-5%[2.29 µM]	2	.	0%[2.29 µM]	-8%	.
COc1cc(-c2nnc(SCC(=O)Oc3ccc(C)cc3C)o2)cc(OC)c1OC	-0.8	2	?	0%	-1	.	13%	19%	-0.5
O=C(NCc1ccccc1)c1ccc(S(=O)(=O)NCc2ccco2)cc1	-0.4	2	-16%	1%[57.1 µM]	-1	-2	-6%[57.1 µM]	5%	-0.1
COc1ccccc1CC(=O)Nc1cc(S(=O)(=O)N2CCOCC2)ccc1N1CCOCC1	0.1	-3	-22%	3%	1	-17	13%	4%	-0.1
CCOC(=O)c1ccc(NC(=O)c2cn(-c3ccccc3)nc2-c2ccc(OC)c(OC)c2)cc1	-1.3	3	-27%	8%	-3	.	6%	13%	0.0
O=C(O)c1cccc(NC(=O)c2cc(NC(=O)c3ccccc3)cc(NC(=O)c3ccccc3)c2)c1	-1.6	3	-21%	8%	-11	-5	24%	-9%	-3.3
O=C(Nc1nc(-c2ccccc2)cs1)c1ccc2c(c1)S(=O)(=O)c1ccccc1C2=O	0.7	16	-15%	12%	-8	-8	28%	4%	0.2
O=C(CN1C(=O)NC2(CCCCCC2)C1=O)N1CCN(S(=O)(=O)c2ccc(Cl)cc2)CC1	-0.6	-4	-6%	1%	2	-21	15%	-1%	-1.0
CCN(CC)C(=O)C1CCN(S(=O)(=O)c2ccc3c(c2)CCCN3C(=O)C2CCC2)CC1	0.1	1	-11%	2%	7	-28	9%	0%	-0.2
COc1cccc(/C=N/NC(=O)C(=O)N2CCCC2)c1	.	.	?	10%	-2	.	13%	4%	.
CC(C(=O)Nc1ccc(F)c(F)c1F)N1CCCCCC1 (stereo unspecified)	-0.3	-4	-9%	3%	4	18	2%	3%	0.1
COC(=O)CCC(=O)c1ccc(OC)c(Cl)c1	-0.7	3	.	.	.	-13	.	.	-0.2
COc1ccc(S(=O)(=O)Nc2ccc(NC(C)=O)cc2)cc1Cl	-0.3	-2	-12%	7%[57.1 µM]	6	13	2%[57.1 µM]	-8%	0.1
O=S(=O)(NC1CCCCC1N1CCN(c2cccc(Cl)c2)CC1)c1ccccc1 (stereo unspecified)	0.2	-2	-4%	5%[57.1 µM]	1	-8	14%[57.1 µM]	-17%	0.9
CC(C)(C)OC(=O)N1CCC(c2c(C(=O)N3CCN(c4ncccn4)CC3)cnn2-c2ccccc2)CC1	.	14	-6%	3%	-6	.	35%	2%	0.9
CCOC(=O)C1CCCN(C(=O)c2ccc3[nH]c4c(c3c2)CC(C)CC4)C1 (stereo unspecified)	-1.5	2	-9%	-4%	2	7	-14%	0%	0.0
COc1ccc(NC(=O)CN(c2ccc(OC)cc2)S(=O)(=O)c2c(C)nn(C)c2C)cc1	1.5	5	-3%	-8%	1	-2	4%	-6%	-0.2
Cc1ccc(NC(=O)c2cn3c4c(ccc(Cl)c4c2=O)OC(C)C3)c(C)c1 (stereo unspecified)	1.0	12	-2%	-1%	-1	.	19%	-1%	0.9
N#Cc1ccccc1OCC(=O)OCC(=O)N1CCN(C(=O)c2ccco2)CC1	0.6	-3	-18%	7%[57.1 µM]	7	-5	-1%[57.1 µM]	-2%	1.3
CN(C)CCCN(C(=O)c1cc2ccccc2oc1=O)c1nc2c(F)cccc2s1	0.4	3	-20%	-11%	-1	13	-9%	6%	0.4
Cc1c(CNC(=O)c2cnn3c2NC(c2ccc(Br)cc2)CC3C(F)(F)F)cnn1C (stereo unspecified)	0.5	10	-21%	0%	-4	-10	0%	0%	1.0
Cc1cc(NC(=O)/C=C/C(=O)N(c2ccccc2C)C(C(=O)NC2CCCC2)c2ccc(F)cc2)no1 (stereo unspecified)	-1.0	1	-24%	4%	1	-13	?	-3%	-0.3
O=S(=O)(Cc1ccccc1)N1CCN(Cc2ccc(Br)cc2)CC1	1.4	-1	-6%	-17%	-2	12	-16%	3%	0.3
O=C(COc1ccc(F)cc1Cl)Nc1cccc(S(=O)(=O)N2CCCC2)c1	0.4	-18	-19%	1%	-3	-19	13%	9%	-0.5

Given with values under each structure: entries from further up
Order of values – D2 ag | TRHR enhancer | USP1-UAF1 inh | TrxR1 substrate | PI4K2A block | D2 antagonist | rTrxR1 inhibitor | IDH1 R132H inh | TRHR ag
> CCN(CC)C(=O)C1CCN(S(=O)(=O)c2ccc3c(c2)CCCN3C(=O)C2CCC2)CC1
    0.1 | 1 | -11% | 2% | 7 | -28 | 9% | 0% | -0.2
> COc1cccc(/C=N/NC(=O)C(=O)N2CCCC2)c1
    . | . | ? | 10% | -2 | . | 13% | 4% | .
> CC(C(=O)Nc1ccc(F)c(F)c1F)N1CCCCCC1 (stereo unspecified)
    -0.3 | -4 | -9% | 3% | 4 | 18 | 2% | 3% | 0.1
> COC(=O)CCC(=O)c1ccc(OC)c(Cl)c1
    -0.7 | 3 | . | . | . | -13 | . | . | -0.2
> COc1ccc(S(=O)(=O)Nc2ccc(NC(C)=O)cc2)cc1Cl
    -0.3 | -2 | -12% | 7%[57.1 µM] | 6 | 13 | 2%[57.1 µM] | -8% | 0.1
> O=S(=O)(NC1CCCCC1N1CCN(c2cccc(Cl)c2)CC1)c1ccccc1 (stereo unspecified)
    0.2 | -2 | -4% | 5%[57.1 µM] | 1 | -8 | 14%[57.1 µM] | -17% | 0.9
> CC(C)(C)OC(=O)N1CCC(c2c(C(=O)N3CCN(c4ncccn4)CC3)cnn2-c2ccccc2)CC1
    . | 14 | -6% | 3% | -6 | . | 35% | 2% | 0.9
> CCOC(=O)C1CCCN(C(=O)c2ccc3[nH]c4c(c3c2)CC(C)CC4)C1 (stereo unspecified)
    -1.5 | 2 | -9% | -4% | 2 | 7 | -14% | 0% | 0.0
> COc1ccc(NC(=O)CN(c2ccc(OC)cc2)S(=O)(=O)c2c(C)nn(C)c2C)cc1
    1.5 | 5 | -3% | -8% | 1 | -2 | 4% | -6% | -0.2
> Cc1ccc(NC(=O)c2cn3c4c(ccc(Cl)c4c2=O)OC(C)C3)c(C)c1 (stereo unspecified)
    1.0 | 12 | -2% | -1% | -1 | . | 19% | -1% | 0.9

Bioassay records as filed in PubChem.
